Compound activity deposited in PubChem by Icahn School of Medicine at Mount Sinai.
ROC1-CUL1 inh: inhibitors of human ROC1-CUL1 ubiquitin ligase activity. in vitro K48 di-Ub FRET, acceptor:donor ratio, 45 min. P62877+Q13616. 140,000 compounds, 0.6% hits. inhibition, % at 10 µM; in the data active = inhibition above about 25%
Target sequence (P62877 whole entry, looked up): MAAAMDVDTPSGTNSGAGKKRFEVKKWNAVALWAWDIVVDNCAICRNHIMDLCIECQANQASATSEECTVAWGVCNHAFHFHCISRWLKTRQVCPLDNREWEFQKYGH
Target sequence (Q13616 whole entry, looked up): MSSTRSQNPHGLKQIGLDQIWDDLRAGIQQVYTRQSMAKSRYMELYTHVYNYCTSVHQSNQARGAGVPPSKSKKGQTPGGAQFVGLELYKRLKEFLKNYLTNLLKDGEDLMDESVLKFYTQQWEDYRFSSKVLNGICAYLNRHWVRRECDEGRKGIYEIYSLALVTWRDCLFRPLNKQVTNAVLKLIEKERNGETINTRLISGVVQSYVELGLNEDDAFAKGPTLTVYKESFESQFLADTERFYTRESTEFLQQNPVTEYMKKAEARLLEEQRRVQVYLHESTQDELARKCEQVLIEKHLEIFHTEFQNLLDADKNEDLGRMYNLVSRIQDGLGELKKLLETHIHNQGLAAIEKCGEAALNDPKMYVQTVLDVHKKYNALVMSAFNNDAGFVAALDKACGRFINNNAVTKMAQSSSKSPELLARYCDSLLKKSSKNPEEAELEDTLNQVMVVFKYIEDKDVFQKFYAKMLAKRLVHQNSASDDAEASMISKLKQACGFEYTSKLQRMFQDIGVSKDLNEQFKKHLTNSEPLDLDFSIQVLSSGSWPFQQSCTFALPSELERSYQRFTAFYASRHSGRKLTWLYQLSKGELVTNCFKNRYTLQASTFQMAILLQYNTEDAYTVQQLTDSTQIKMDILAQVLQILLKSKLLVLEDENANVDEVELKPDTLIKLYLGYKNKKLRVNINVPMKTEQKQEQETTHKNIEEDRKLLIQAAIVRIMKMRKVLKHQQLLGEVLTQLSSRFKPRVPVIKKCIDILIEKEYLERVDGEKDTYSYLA
Starred values were filed as active, the others as inactive; & = joins results of further samples. Only part of the results is shown, so the mix of outcomes need not match the whole.

structure	ROC1-CUL1 inh
CN1C(=O)C2(OCCO2)c2cc(Br)ccc21	-1
CC1=C(C(=O)OCC(C)C)C(c2ccc(C)cc2)N2C(=O)C(C)SC2=N1 (stereo unspecified)	-11
CCN1CCN(C(=O)CCC2CCN(Cc3ccncc3)CC2)CC1	-4
CCOc1cccc(C(c2c(C)n(C)n(-c3ccccc3)c2=O)c2c(C)n(C)n(-c3ccccc3)c2=O)c1OC	5
Cn1c(=O)cc(SCC(=O)N2CCN(c3ccccc3F)CC2)c2ccccc21	0
CC1=NC(=O)c2c(c(Cc3ccc4c(c3)OCO4)n[nH]c2=O)C1	-2
Cc1[nH]ncc1C(=O)N1CCOC(Cc2cccc(C(F)(F)F)c2)C1 (stereo unspecified)	-1
COc1ccc(C(=O)Nc2nc3c(s2)Cc2c(Br)ccc(OC)c2-3)cc1OC	-7
CC(=O)Nc1cccc(NC(=O)C(=O)NCCc2sc(-c3ccccc3)nc2C)c1	3
CC1=Nc2ccccc2C1=Cc1sc(=O)n(CC(=O)OC(C)C)c1O	-3
CCOC(=O)N1CCN(Cc2ccc3c(c2)CN(C(=O)C#Cc2ccccc2)CCO3)CC1	3
Cc1cc(/C=C2/C(=O)NC(=S)N(c3cccc(F)c3)C2=O)c(C)n1-c1ccccc1	14
COCCO[C@H]1[C@H](NC(=O)C(C)C)c2ccccc2C12CCN(C(=O)c1cc(C(C)C)nn1C)CC2	7
COc1cccc(C2C(C(=O)Nc3ccc(C)cc3C)C(C)=Nc3nc4ccccc4n32)c1OC (stereo unspecified)	-5
COc1ccc(-n2c(SCC(=O)Nc3cccc(C)c3C)nc3c([nH]c4ccccc43)c2=O)cc1	0
CCCCNC(=O)CC1Nc2cc(C)c(C)cc2NC1=O (stereo unspecified)	-2
CC(C)OC(=O)c1nccnc1C(=O)Nc1cccc(Cl)c1Cl	-1
CC1CCCc2sc3[nH]c(=S)n(-c4ccccc4)c(=O)c3c21 (stereo unspecified)	3
Cc1ccccc1C(=O)NC1(C(F)(F)F)C(=O)N(CC2CCCO2)C2=C1C(=O)CC(C)(C)C2 (stereo unspecified)	9
Cc1ccc(-n2c(-c3ccccc3)cc(C(=S)N3CCOCC3)c2-c2ccccc2)cc1	-2
CCOC(=O)c1sc2sc(C(=O)OCC)c(O)c2c1C	-2
Cc1cccc(NC(=O)c2oc3ccccc3c2NC(=O)c2cc(=O)c3cc(Cl)ccc3o2)c1	13
COc1ccc(-n2ccnc(NCCc3ccc(S(N)(=O)=O)cc3)c2=O)cc1	-7
Cc1ccn(CC(=O)N2CCC(C3(Cc4cccc(F)c4)NC(=O)N(CC(C)C)C3=O)CC2)n1 (stereo unspecified)	6
Cc1c(Cc2ccccc2)sc(NC(=O)COc2ccccc2Cl)c1C(N)=O	-4
Cc1cccc(Cc2nnc(CCC(=O)N(C)Cc3ccc4nonc4c3)o2)c1	10
NC(=O)C1CCN(S(=O)(=O)c2ccc(Cl)cc2Cl)CC1	0
CCCCCCC(=O)NC(NC(=S)Nc1cccc(C(F)(F)F)c1)C(Cl)(Cl)Cl (stereo unspecified)	-2
OC1CCCCc2c1[nH]c1ccc(C3CCCCC3)cc21 (stereo unspecified)	-15
O=S(=O)(NCCc1csc2nc(-c3ccc(Cl)cc3)nn12)c1ccc2c(c1)OCCO2	-3
COc1ccc(OC)c(CNC(=O)CN2C(=O)CCn3nc(-c4cn(C)c5ccccc45)cc32)c1	2
O=C(NCc1cccnc1Oc1ccccc1)c1ccoc1	-1
CC(C)CCCC(C)C1CCC2C3C(=O)C4CC(=O)CCC4(C)C3CCC12C (stereo unspecified)	2
COc1ccc(CNC(=O)c2ccc(CN3CCCC3)cc2)cc1	-5
Cc1c(C(=O)OCCOc2ccccc2)[nH]c2c1C(=O)CC(c1ccccc1)C2 (stereo unspecified)	1
Fc1ccc(Nc2c(-c3ccccn3)nc3ccc(Cl)cn23)cc1	-10
CS(=O)(=O)N(CC(=O)NCCSCc1ccccc1)c1cc(C(F)(F)F)ccc1Cl	6
Cc1nc(SCC(=O)Nc2ccccc2C)cc(-c2ccccc2)n1	8
CCOC(=O)c1c(NC(=O)c2cc(-c3cccc(OC)c3)on2)sc2c1CCCC2	-5
CCC(C)NC(=O)c1ccccc1NC(=O)CN(c1ccc(C(C)C)cc1)S(=O)(=O)c1ccccc1 (stereo unspecified)	0
C=CCN(CC=C)S(=O)(=O)c1ccc(N)cc1	-2
CCn1c(CNC(=O)c2ccccc2)nnc1SCC(=O)Nc1ccc(C(C)C)cc1	-4
Cc1cc(Cl)ccc1OCCNC(=S)NC(=O)c1cncc(Br)c1	11
Cc1ccc(C2CC(=O)N(C)C2=O)cc1 (stereo unspecified)	-5
O=C(COc1ccccc1)Nc1ccc(C(=O)OCc2cc(=O)n3nc(C4CC4)sc3n2)cc1	-3
CSc1ccc(C=C2C(=O)c3ccccc3C2=O)cc1	10
Cc1ccc(Cl)cc1NC(=O)N1CCC2(CC1)Oc1ccccc1C(=O)N2Cc1ccccc1F	4
CN1CCN(CCOc2cccc(Cl)c2Cl)CC1	3
COc1ccccc1CNc1ccc(-c2nc(-c3ccco3)no2)cc1[N+](=O)[O-]	-4
Cc1oc(-c2cccs2)nc1CN(C)C1CCOC1 (stereo unspecified)	8
O=C1N(CC2CCCCC2)CCCC1(O)CNC1CCCC1 (stereo unspecified)	1
O=C(NCCCN1CCOCC1)c1cn(CCCc2ccccc2)nn1	-4
Nc1nc(SCC(=O)NCCCO)nc2sc3c(c12)CCCC3	0
COC(=O)c1n[nH]nc1-c1ccccc1	1
Nc1cc(N)nc(SCC(=O)Nc2ccccc2Br)n1	24
CC1(C)CC(CCC(=O)NC(=S)Nc2ccccc2Cl)C(=O)O1 (stereo unspecified)	10
Cc1oc(-c2cc3c(cc2Cl)OCO3)nc1CN1CCN(c2ncccn2)CC1	-5
COc1ccc(C2CC(=O)C(C=Nc3cc(Cl)ccc3O)C(=O)C2)cc1 (stereo unspecified)	7
CCNc1nc(NCC)nc(Oc2ccc(C(=O)OC)cc2)n1	10
C/C(=C\C(=O)NC1CCCCC1)C(=O)O	-6

(list continues)
structure	ROC1-CUL1 inh
O=C(Nc1nccs1)C1CCCN1S(=O)(=O)c1ccc(F)cc1 (stereo unspecified)	-3
Cc1cccc(CNCC2(O)CCCN(Cc3cccc(F)c3F)C2=O)c1 (stereo unspecified)	10
O=C(Cn1ncc2c3ccccc3n(Cc3ccc(Cl)cc3)c2c1=O)NCCC1=CCCCC1	-4
CCc1ccccc1NC(=O)c1cn(C)c(=O)c2ccccc12	-1
O=C(O)c1cc2ccccc2[nH]c1=O	-6
Cc1ccc(C(=O)Nc2ccc(Cc3ccc(NC(=O)c4ccc(C)o4)cc3)cc2)o1	9
COc1cc(OC)c(C(=O)NCCc2ccccc2)cc1OC	-3
Cc1cc(CN2CCN(c3cccc(C)c3C)CC2)cs1	0
CCOC(=O)N1CCN(Cc2cnc(S(C)(=O)=O)n2CC2CCCO2)CC1 (stereo unspecified)	-3
Brc1ccccc1-c1cc(-c2ccccc2Br)cc(-c2ccccc2Br)c1	-6
CCOc1ccc(CC(=O)Nc2c(C(=O)c3ccc(C)cc3)oc3ccccc23)cc1OCC	1
O=C(NCCc1cn2ccsc2n1)Nc1nnc(C(F)(F)F)s1	-5

Another view of 2 compounds above:
ROC1-CUL1 inh	structure
-1	CCc1ccccc1NC(=O)c1cn(C)c(=O)c2ccccc12
-6	O=C(O)c1cc2ccccc2[nH]c1=O

The listing continues.
structure	ROC1-CUL1 inh
Cc1ccnc(-n2c(C)cc(CC3=NC(=O)N(c4ccc(Cl)cc4)C3=O)c2C)c1	-4
CN1CCc2nc3sc(C(=O)Nc4ccccc4C(F)(F)F)c(N)c3cc2C1	2&0
CC1=Nc2c(C(N)=O)ncn2C(c2ccccc2[N+](=O)[O-])C1C(=O)OCC1CCCO1 (stereo unspecified)	-10
O=C1c2ccc(-c3ccccc3[N+](=O)[O-])cc2C(=O)N1c1cccc(C(F)(F)F)c1	1
O=C(c1ccc(OC2CCN(CCc3ccccc3)CC2)cc1)N1CCCO1	-9
CSc1nnc2c(n1)OC(c1ccc(OC3CCCC3)cc1)Nc1ccccc1-2 (stereo unspecified)	3
Cc1oc(-c2ccc(NC(=O)Cc3ccccc3)cc2)nc1CNC(=O)Cn1ncc2ccccc21	3
Cc1nc(NC(=O)c2ccccc2)sc1C(=O)c1ccccc1	3
O=C(Cn1c(SCc2ccccc2F)nc2ccncc21)Nc1ccccc1C(F)(F)F	2
CC(C)(C)c1ccc(S(=O)(=O)NCc2ccc(C(=O)N3CCCC3)cc2)cc1	9
COCc1cc(C)nc2sc3c(=O)n(-c4ccc(OC)cc4)nnc3c12	-2
COc1ccc(CCNC2CC(=O)N(c3ccc(OC(F)(F)Cl)cc3)C2=O)cc1 (stereo unspecified)	6
Nc1cccc2cc3c(cc12)OCO3	5
CC(C)(C)c1cc(/C(=N/O)c2ccccc2)cc(C(C)(C)C)c1O	-6
O=C(NCc1n[nH]c2c1CCC2)c1coc(COc2cccc(F)c2F)n1	-4
CCOc1ccc2cc(S(=O)(=O)O)ccc2c1N	8
COCC(=O)Nc1cc(C(=O)N2CCCN(C(=O)c3ccco3)CC2)c2c(c1)nc(C1CCC1)n2C	5
CC(C)(C)C1CCc2c(sc3nc[nH]c(=O)c23)C1 (stereo unspecified)	2
CCc1noc(C)c1C(=O)Nc1ccc(Cl)cc1	-5
CN1C(=O)c2cccc3c(S(=O)(=O)N(C)C)ccc1c23	2
COC(=O)C(NC(=O)c1ccc(F)cc1)(Nc1nc2ccc(S(C)(=O)=O)cc2s1)C(F)(F)F (stereo unspecified)	2
CCCC(=O)N(c1ccc2oc3c(c2c1)CCCC3)S(=O)(=O)c1ccc(CC)cc1	4
CCOc1ccc(NCc2nc3ccccc3n2CCOc2ccc(C)cc2)cc1	-2
CCCSc1nc(-c2ccc(OC)cc2)cc(-c2ccccc2OC)c1C#N	-7
O=C1CSC(N=Nc2c(O)[nH]c3ccccc23)=N1	9
Cc1cc(Br)ccc1NC(=O)CSc1nc(N)c(C#N)c(-c2cccs2)c1C#N	2
CSc1ncc(C(=O)Nc2ccccc2C(=O)c2ccccc2)c(C(F)(F)F)n1	5
c1ccc(C2=C(c3ccccc3)C2(c2ccccc2)C2SCCCS2)cc1	11
Cc1ccc(-c2nnc3ccccc3c2C(=O)Nc2ccc(F)cc2)cc1	1
Cc1cccc(NC(=O)CSc2ncc(-c3ccccc3)[nH]2)c1C	-5
Cc1cc(C(F)(F)F)c(C#N)c(SCC(=O)c2ccc(Cl)cc2)n1	-5
FC(F)Oc1ccc(CNC2COc3ccccc3C2)cc1 (stereo unspecified)	6
Cc1oc(-c2ccc(NC(=O)Cc3ccccc3)cc2)nc1CNC(=O)C1(c2ccccc2)CC1	10
CCn1cc(CC(=NC(=O)c2ccc(C)cc2)C(=O)NCCCn2ccnc2)c2ccccc21	-3
CC(=O)N1CCCc2cc(S(=O)(=O)N(C)CC(=O)Nc3cccc(Cl)c3C)ccc21	-1
Cn1ncc(N2CCN(Cc3cnc(NCC4CCCO4)nc3)CC2)cc1=O (stereo unspecified)	-4
COC(=O)C(Oc1nc(OC)cc(OC)n1)C(C)C (stereo unspecified)	8
c1cc2c(cc1-n1nnnc1SCC1CC1)OCO2	5
Cc1ccccc1NS(=O)(=O)c1ccc(Cl)c(C(F)(F)F)c1	4
Cc1ccc(Cl)cc1N(C)C(=O)c1cnc(N2CCOCC2)c2ccccc12	-9
O=C1c2cccc3cccc(c23)C1C(c1ccccc1)C1C(=O)c2cccc3cccc1c23 (stereo unspecified)	4
COc1ccc(-c2cc(=O)[nH]c(N3CCN(Cc4ccccc4)CC3)n2)cc1OC	3
CC(=O)CC(C)(C)C1C(=O)Oc2ccccc2C1=O (stereo unspecified)	4
O=C(NC1(C(F)(F)F)N=C2SCCN2C1=O)c1cccnc1 (stereo unspecified)	-2
Cc1ccc2[nH]nc(C(=O)NCc3nc(-c4ccc(NC(=O)Cc5ccccc5)cc4)oc3C)c2c1	4
CCCCN(C)C(=O)C1CCC(=O)N(C2CC2)C1 (stereo unspecified)	2
CCOC(=O)c1ccc(NC(=O)NCCOCCn2c(=O)oc3ccccc32)cc1	4
Cn1c2ccccc2c2nnc(N/N=C/c3ccc(Br)o3)nc21	-4

A section from further up:
structure	ROC1-CUL1 inh
CCCCN(C)C(=O)C1CCC(=O)N(C2CC2)C1 (stereo unspecified)	2
CCOC(=O)c1ccc(NC(=O)NCCOCCn2c(=O)oc3ccccc32)cc1	4
Cn1c2ccccc2c2nnc(N/N=C/c3ccc(Br)o3)nc21	-4

Further structures.
structure	ROC1-CUL1 inh
O=C(NCCN1Cc2ccccc2OC(c2ccsc2)C1)c1ccc(Cn2cnnn2)cc1 (stereo unspecified)	4
CCOC(=O)c1oc2ccc(C=NCCCO)c(Cl)c2c1C	5
COc1ccc(N2CCN(c3nc(-c4ccccc4)cc(=O)[nH]3)CC2)cc1	-2
COc1ccc2cc(C(=O)C3CCCN(C(=O)CCn4cncn4)C3)ccc2c1 (stereo unspecified)	0
COc1ccc(-c2nc(CCNC(=O)c3cc(OC)c(OC)c(OC)c3)cs2)cc1	-1
Cc1ccc(C(=O)NCc2nnc(SCC(=O)Nc3cc(C(F)(F)F)ccc3Cl)n2C)cc1	10
CC(C)c1ccccc1NC(=O)CSCc1ccccc1Br	4
